OX1R antag-1 – human HCRTR1 antagonism; O43613; CHO/OX1R cells, Fluo-8 calcium fluorescence, orexin A; inhibition, % at 5 µM; actives 0.43% (n = 330,000); AID 434989;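 active = inhibition above its plate's threshold, mean inhibition of all tested compounds on the plate plus 3 SD, cut at about 37% in these data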;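 note: 0% = orexin A challenge wells and 100% = SB-334867-A antagonist wells; not every result past the cut was called active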
Target sequence (O43613 whole entry, looked up): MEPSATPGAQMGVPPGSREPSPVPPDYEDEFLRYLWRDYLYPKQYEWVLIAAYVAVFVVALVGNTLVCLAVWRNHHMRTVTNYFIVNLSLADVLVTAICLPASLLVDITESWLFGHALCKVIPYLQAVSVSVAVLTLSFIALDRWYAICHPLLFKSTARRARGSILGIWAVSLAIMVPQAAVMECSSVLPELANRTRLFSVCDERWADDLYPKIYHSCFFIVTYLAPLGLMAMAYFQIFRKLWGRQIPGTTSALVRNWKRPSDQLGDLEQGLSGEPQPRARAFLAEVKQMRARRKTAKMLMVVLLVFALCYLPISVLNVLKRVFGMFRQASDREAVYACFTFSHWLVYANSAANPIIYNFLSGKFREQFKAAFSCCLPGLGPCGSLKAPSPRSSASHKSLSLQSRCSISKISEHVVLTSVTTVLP
CHT PAM – allosteric activators of human choline transporter CHT | CHT-expressing cells, membrane potential dye, choline EC20; active compounds read high; LV-AA mutant CHT in HEK293 cells | Q9GZV3 | B-score at 10 µM | actives 0.49% (n = 310,000) | AID 488977;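 active = initial fluorescence not abnormally high and integrated response B-score, plate-corrected, over 3 SD above library mean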
OX1R antag-2 – blocks the human orexin 1 receptor; O43613; OX1R-expressing cells, FRET antagonist read-out; inhibition, % at 6.6 µM; actives 1.8% (n = 330,000); AID 485270; in the data active = inhibition mostly above about 38%, no sharp cut-off; inactive = mostly below about 40%;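 note: 0% = agonist challenge alone and 100% = reference antagonist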
Starred values were filed as active, the others as inactive; i = inactive; x = not tested or not shown.

SMILES | OX1R antag-1 | CHT PAM | OX1R antag-2
Cc1cc(C)n2nc(SC(C)C(=O)NCc3ccco3)nc2n1 (stereo unspecified) | -1 | i | 21
Cc1nnc(NC(=O)C(C)Sc2nnc(CCNC(=O)c3ccccc3F)n2C)s1 (stereo unspecified) | -8 | i | 7
O=C(NCc1n[nH]c(=S)n1-c1ccccc1)c1ccco1 | 9 | i | 11
Cc1cc(=O)oc(C)c1C(=O)Nc1cnc2ccccc2c1 | -9 | i | 14
CN(C/C(O)=C(\C#N)c1ccccc1)C1CCCCC1 | 5 | i | 0
CCOc1ccc(NC(=O)NCCCCc2ccccc2)cc1 | -1 | i | 17
CCCCCn1c(SCc2ccncc2)nc2cc(C(=O)NCc3ccco3)ccc2c1=O | -20 | i | 25
C/C(N)=C(/C#N)C(=O)CSc1nc2ccccc2c(=O)n1-c1ccc(C)cc1 | -14 | i | 36
COc1ccc2cc3cc(C(=O)NCc4ccco4)oc3nc2c1 | -21 | i | 54*
O=C1NC(=O)C2(COC(c3ccccc3Cl)OC2)S1 (stereo unspecified) | -19 | i | 8
CN1CCN(C(=O)C2=C[C@@H](C3CCCCC3)C[C@@H](OCCCCO)O2)CC1 | -11 | i | 2
CCN(CC(=O)NCc1ccc(F)cc1)S(=O)(=O)c1ccc(Cl)s1 | 0 | x | 6
CC(C)c1nc(SCC(=O)Nc2cccc(C(=O)O)c2)c2c3c(sc2n1)CCCC3 | -11 | i | 31
Nc1ccc(Br)cc1-c1nc2ccccc2[nH]c1=O | 0 | i | 50
CCC1CCCCN1S(=O)(=O)Cc1ccccc1Cl (stereo unspecified) | -11 | i | 19
COc1cc2nc(CN(C)Cc3ccc(OC)c(OC)c3OC)[nH]c(=O)c2cc1OC | -28 | i | 38
O=C(Nc1ccc(F)cc1)C1CCCN1S(=O)(=O)c1ccc(Br)cc1 (stereo unspecified) | 32 | i | 81*
Cc1ccc(C)c(N(CC(=O)N2CCCC2)S(C)(=O)=O)c1 | -16 | i | 8
O=C(CN1CCN(S(=O)(=O)/C=C/c2ccccc2)CC1)NC(=O)NCc1ccco1 | -12 | i | 6
COc1cc2c(cc1C1C(C#N)=C(N)OC3=C1C(=O)CC(C)(C)C3)OCO2 (stereo unspecified) | -13 | i | 11
COC(=O)c1ccc(S(=O)(=O)N2CCc3ccccc32)cc1 | -26 | i | 6
CC(=O)Nc1cc(-c2ccccc2)ccc1O | 2 | i | 17
CC(=O)c1sc(N/N=C/c2ccc(C(C)C)cc2)nc1C | -33 | i | 26
O=C1CCCc2c1cc(C(=O)NC1CCSC1=O)c(=O)n2-c1ccccc1 (stereo unspecified) | -25 | i | 33
O=C(CN1C(=O)NC2(CCCC2)C1=O)Nc1nc2ccc(F)cc2s1 | -15 | i | 11
COc1ccc(OC)c(CCNC(=O)c2sc3nc4n(c(=O)c3c2C)CCC4)c1 | -15 | i | 12
O=C(c1ccc(S(=O)(=O)N2CCCCCC2)cc1)N1CCN(c2ccccc2)CC1 | -19 | i | 0
C=CCn1c(SCC(=O)c2ccccc2)nnc1-c1ccc2c(c1)OCO2 | -20 | i | 10
COc1ccc(C)cc1NC(=O)C(C)N(c1ccc(C)cc1)S(C)(=O)=O (stereo unspecified) | -15 | i | 12
C=CCOc1cccc(CNn2nnnc2N)c1 | -2 | i | 25

4 compounds from above, sorted by formula weight, descending:
SMILES | OX1R antag-1 | CHT PAM | OX1R antag-2
COc1cc2nc(CN(C)Cc3ccc(OC)c(OC)c3OC)[nH]c(=O)c2cc1OC | -28 | i | 38
O=C1CCCc2c1cc(C(=O)NC1CCSC1=O)c(=O)n2-c1ccccc1 (stereo unspecified) | -25 | i | 33
O=C(CN1C(=O)NC2(CCCC2)C1=O)Nc1nc2ccc(F)cc2s1 | -15 | i | 11
COC(=O)c1ccc(S(=O)(=O)N2CCc3ccccc32)cc1 | -26 | i | 6

(further entries)
SMILES | OX1R antag-1 | CHT PAM | OX1R antag-2
CNC(=S)N(CCc1ccc(OC)c(OC)c1)C1CC(=O)N(c2ccccc2)C1=O (stereo unspecified) | -16 | i | 18
O=C(NNc1ccc(C2CCCCC2)cc1)C(O)(c1ccccc1)c1cccs1 (stereo unspecified) | -19 | i | 15
CC(C)(C)C(=O)Nc1cccc(-c2nnc(-c3cccc(NC(=O)C(C)(C)C)c3)o2)c1 | -23 | i | 19
CCOC(=O)CC1C(=O)NCCN1C(=O)c1cccc(C(F)(F)F)c1 (stereo unspecified) | -9 | i | 10
Cc1cc(N2CCN(CC(O)C(F)(F)F)CC2)c2ccccc2n1 (stereo unspecified) | 7 | i | 4
COc1ccc(-c2cc(C(F)(F)F)nc(NC3CCCC3)n2)cc1OC | -44 | i | 10
O=C(O)c1ccc(-c2nc3scc(-c4ccccc4)c3c(=O)[nH]2)cc1 | -5 | i | 25
CCN(CC)C(=O)c1ccccc1NS(=O)(=O)c1ccc(OC)c(C(=O)N2CCOCC2)c1 | 6 | i | 11
COc1ccc(N2CCN(C(=O)Cn3ncc4c([nH]c5ccccc54)c3=O)CC2)cc1 | -5 | i | 9
COC(=O)Cc1ccc(OC(=O)CCS(=O)(=O)c2ccc(C)cc2)cc1 | -16 | i | 19
COc1cccc2cc(C(=O)NCC3CCCO3)c(=O)oc12 (stereo unspecified) | -8 | i | 77*
CS(=O)(=O)c1ccc(-c2cccc(NC(=O)c3ccco3)c2)nn1 | -16 | i | 22
CCn1c(COc2ccccc2C)nnc1SCC(=O)Nc1cc(C)on1 | 5 | i | 1
O=C(Cn1ccc(C(F)(F)F)n1)N=Nc1c(O)[nH]c2ccc(Br)cc12 | -18 | i | 9
CC(=O)Nc1ccc(S(=O)(=O)Nc2nc3cc4c(cc3nc2Cl)OCCO4)cc1 | -10 | i | 4
Cn1nc(C(=O)N2CCCC2)c2ccccc2c1=O | -4 | i | -6
CC(C)c1ccc(/C=C/C(=O)NCc2ccc(S(N)(=O)=O)cc2)cc1 | -14 | i | 15
CC(C)C[C@@H](CC#N)N1CCN(Cc2ccccc2)CCC1=O | -36 | i | 13
COc1ccc(N(CC(=O)N2CCc3ccccc32)S(=O)(=O)c2c(C)noc2C)cc1 | -20 | i | 10
COc1cccc(/C=N/NC(=O)NC2CCCCC2)c1O | -6 | i | 13
N#Cc1ccccc1Sc1ccccc1C(=O)NCC(c1ccco1)N1CCCC1 (stereo unspecified) | -11 | i | 9
CCCc1cc(C(=O)Nc2ccc(C(=O)c3ccc(F)cc3)cc2)n(C)n1 | 19 | i | 18
O=C(CCN1C(=O)/C(=C\c2ccccc2F)SC1=S)N1CCCCC1 | -13 | i | 21
Fc1cccc(/C=N/Nc2nc3ccccc3[nH]2)c1 | -17 | i | 23
CC1=CC2=NC(=O)CC(C)(C(=O)N(CC(=O)NC3CCCC3)c3ccccc3C)N2C=C1 (stereo unspecified) | -13 | i | 6
O=C(O)c1cccc(S(=O)(=O)N2CCCC2)c1 | -6 | i | 12
CCOc1ccc(S(=O)(=O)NCCC(=O)Nc2cccc(C(=O)OC)c2)cc1 | -17 | i | 12
CCOc1ccc2c(c1)C(C)=CC(C)(C)N2 | -17 | x | 11
Cc1cccc(N(C(=O)Cn2nnc3ccccc32)C(C(=O)NCc2ccco2)c2ccncc2)c1 (stereo unspecified) | -39 | i | 7
Cc1ccc(/C=N/NC(=O)CNC(=O)COc2ccccc2)o1 | -6 | i | 3
C[C@@H](C(=O)Nc1ccccc1N1CCOCC1)N1C(=O)C2CC=CCC2C1=O (stereo partly specified) | -21 | i | 26
COC(=O)C(C)Sc1nnc2n(-c3cccc(C)c3)c(=O)c3c4c(sc3n12)CCCC4 (stereo unspecified) | -31 | i | 15
COc1ccc(NC(=O)c2cc(C)no2)cc1 | -20 | i | 12
CCOC(=O)CCCCC(=O)c1[nH]c(=O)[nH]c1CSc1nc(C)cc(=O)[nH]1 | -7 | i | 7
COc1ccccc1OCC(=O)Nc1nc(C)c(C)s1 | -19 | i | 6
CSCCC(N=C(NS(=O)(=O)c1ccc(Br)cc1)c1ccccc1)C(=O)O (stereo unspecified) | -4 | i | 9
COc1ccc(S(=O)(=O)N2CCC(C(=O)NC3CCCCC3)CC2)cc1OC | -13 | i | 4
COc1cc(OC)cc(-c2cc3ncccc3cn2)c1 | -15 | x | 14
COc1ccc2nc(N3CCN(C(=O)c4ccc([N+](=O)[O-])o4)CC3)sc2c1 | -14 | i | 33
CC(C(=O)Nc1sc2c(c1C#N)CCCCC2)N1C(=O)c2ccccc2C1=O (stereo unspecified) | -12 | i | 14
COc1ccccc1NC(=O)COC(=O)c1ccc(S(=O)(=O)N2CCCCCC2)cc1 | -5 | x | 4
CCN(CC(=O)Nc1c(C(=O)OC)[nH]c2ccc(Cl)cc12)c1ccc2c(c1)OCO2 | -7 | i | 32
COc1ccc(Nc2cc(C(=O)NCCCN3CCOCC3)c3ccccc3n2)cc1 | -34 | i | 1
CCOC(=O)c1cc(OCC(=O)NC(C)C(C)C)cc(C(=O)OCC)c1 (stereo unspecified) | -37 | i | 27
COC(=O)c1ccccc1NC(=O)NCc1ccccc1 | -24 | i | 7
O=C(Cc1c(F)cccc1Cl)Nc1cccc(S(=O)(=O)NC2=NCCCCC2)c1 | -15 | i | 12
Cc1nn(-c2ccccc2)c(Cl)c1/C=N/NC(=O)c1ccn[nH]1 | -14 | i | 33
C/C(=N\N(Cc1ccccc1)c1ccccc1)c1ccncc1 | -18 | i | 14
CCOc1ccc2[nH]c(=O)c(CN(CCO)C(=O)c3ccc(F)cc3)cc2c1 | -16 | i | 12
O=C(O)/C(=C/c1ccco1)NC(=O)c1ccccc1 | -7 | i | 6
O=C(CN(Cc1ccco1)C(=O)c1ccc(Cl)cc1)Nc1ccc(Cl)c(Cl)c1 | -26 | i | 1
O=C(NCc1cccc(C(F)(F)F)c1)C1CC2Cn3c(nc4ccccc43)C2N1Cc1ccccc1 (stereo unspecified) | -40 | i | 19
COc1cc(CNc2ccc3[nH]c(=O)[nH]c3c2)ccc1OCc1ccccc1F | -9 | i | 11
O=C(Nc1ccccc1Cl)N1CCN(c2ccc3nncn3n2)CC1 | -2 | i | 10
CC1=NN(c2nc(-c3ccc(Cl)cc3)cs2)C(=O)C1 | 15 | i | 8
O=[N+]([O-])c1c(NCc2ccco2)ccc2nonc12 | -10 | i | 68*
Cc1cc(C)nc(Sc2ncnc3sc4c(c23)CCC4)n1 | -22 | i | 12
O=C(Nc1ccccn1)c1cccnc1 | 1 | i | 17
O=C(Nc1ccc2ccccc2c1)c1cccc([N+](=O)[O-])c1 | -28 | i | 4

Molecules from the list above containing an NH in an aromatic ring:
SMILES | OX1R antag-1 | CHT PAM | OX1R antag-2
O=C(NCc1n[nH]c(=S)n1-c1ccccc1)c1ccco1 | 9 | i | 11
Nc1ccc(Br)cc1-c1nc2ccccc2[nH]c1=O | 0 | i | 50
COc1cc2nc(CN(C)Cc3ccc(OC)c(OC)c3OC)[nH]c(=O)c2cc1OC | -28 | i | 38
O=C(O)c1ccc(-c2nc3scc(-c4ccccc4)c3c(=O)[nH]2)cc1 | -5 | i | 25
COc1ccc(N2CCN(C(=O)Cn3ncc4c([nH]c5ccccc54)c3=O)CC2)cc1 | -5 | i | 9
O=C(Cn1ccc(C(F)(F)F)n1)N=Nc1c(O)[nH]c2ccc(Br)cc12 | -18 | i | 9
Fc1cccc(/C=N/Nc2nc3ccccc3[nH]2)c1 | -17 | i | 23
CCOC(=O)CCCCC(=O)c1[nH]c(=O)[nH]c1CSc1nc(C)cc(=O)[nH]1 | -7 | i | 7
CCN(CC(=O)Nc1c(C(=O)OC)[nH]c2ccc(Cl)cc12)c1ccc2c(c1)OCO2 | -7 | i | 32
Cc1nn(-c2ccccc2)c(Cl)c1/C=N/NC(=O)c1ccn[nH]1 | -14 | i | 33
CCOc1ccc2[nH]c(=O)c(CN(CCO)C(=O)c3ccc(F)cc3)cc2c1 | -16 | i | 12
COc1cc(CNc2ccc3[nH]c(=O)[nH]c3c2)ccc1OCc1ccccc1F | -9 | i | 11

Screens from PubChem.
